RGS7-Gao – regulators of human RGS7-Galphao interaction | Multiplexed bead flow cytometry, RGS7-Galphao binding; actives lie on both sides | AID 1439 | 220,000 compounds, 0.35% hits | P09471 | binding response (% of control), % at 10 µM; in the data active = binding response below about 49% or above about 150%; inconclusive = no clear call, values can overlap the other calls; inactive = in between;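 also: fluorescent Galphao held in activated GDP-AlF4 state binding bead-coupled RGS7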
Target sequence (P09471 whole entry, looked up): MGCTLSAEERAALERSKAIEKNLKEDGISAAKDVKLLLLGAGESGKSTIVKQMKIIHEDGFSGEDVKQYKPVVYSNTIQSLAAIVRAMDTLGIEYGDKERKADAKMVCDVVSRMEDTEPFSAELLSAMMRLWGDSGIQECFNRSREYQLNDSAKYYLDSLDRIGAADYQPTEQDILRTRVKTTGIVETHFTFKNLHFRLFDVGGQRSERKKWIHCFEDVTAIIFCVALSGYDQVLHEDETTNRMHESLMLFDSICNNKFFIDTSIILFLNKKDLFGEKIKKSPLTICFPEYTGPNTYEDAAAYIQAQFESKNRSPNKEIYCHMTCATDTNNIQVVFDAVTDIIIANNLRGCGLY
Bcl-2 Bim block – human Bim-Bcl-2 interaction inhibition. P10415. Bead-based flow cytometry, Bim peptide-Bcl-2 binding. inhibition, % at 10 µM. 190,000 compounds, 0.06% hits. AID 950; in the data active = inhibition above about 40%; inconclusive = no clear call, values can overlap the other calls;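 also: 0% = no compound wells with probe peptide and 100% = reference peptide inhibitor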
RGS8-Gao – regulators of human RGS8-Galphao interaction | P09471 | multiplexed bead flow cytometry, RGS8-Galphao binding; actives lie on both sides | response (percent of control binding), % at 10 µM | 220,000 compounds, 0.34% hits | AID 1423; in the data active = response below about 60% or above about 140%; inactive = in between;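 also: Galphao activated as the GDP aluminium fluoride complex binding bead-coupled RGS8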
Mcl1-Bid inh – disrupts binding of human Mcl-1 to Bid peptide; inhibition, % at 21.7 µM; 220,000 compounds, 0.97% hits; Q07820; TR-FRET Mcl-1/Bid-Dy647 peptide binding, 1536-well;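 active = compounds that cut the binding signal by more than half at the single screening dose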;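 also: His-tagged Mcl-1 with europium anti-His antibody binding Bid BH3 peptide; 0% = Mcl-1 plus peptide wells and 100% = peptide-only wells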
Target sequence (Q07820 whole entry, looked up): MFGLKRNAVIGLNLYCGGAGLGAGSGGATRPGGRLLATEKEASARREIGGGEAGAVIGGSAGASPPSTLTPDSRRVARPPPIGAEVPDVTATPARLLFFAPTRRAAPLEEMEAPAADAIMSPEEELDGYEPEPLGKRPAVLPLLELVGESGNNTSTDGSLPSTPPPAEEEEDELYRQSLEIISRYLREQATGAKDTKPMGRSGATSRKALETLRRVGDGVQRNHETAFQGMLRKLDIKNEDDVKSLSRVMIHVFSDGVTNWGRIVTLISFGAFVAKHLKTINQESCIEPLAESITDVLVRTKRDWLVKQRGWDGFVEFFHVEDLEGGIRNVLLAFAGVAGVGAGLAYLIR
Bcl-XL Bim block – human Bim-Bcl-XL interaction inhibition; Q07817; Bim peptide-Bcl-XL binding, bead flow cytometry, fluorescence; inhibition, % at 10 µM; 190,000 compounds, 0.04% hits
Bcl-B Bim block – inhibitors of Bim-Bcl-B interaction, human. AID 951. 190,000 compounds, 0.073% hits. Q9HD36. bead-based flow cytometry, Bim peptide-Bcl-B binding. inhibition, % at 10 µM;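 also: 0% = tracer peptide without compound and 100% = reference inhibitor peptide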
Target sequence (Q9HD36 whole entry, looked up): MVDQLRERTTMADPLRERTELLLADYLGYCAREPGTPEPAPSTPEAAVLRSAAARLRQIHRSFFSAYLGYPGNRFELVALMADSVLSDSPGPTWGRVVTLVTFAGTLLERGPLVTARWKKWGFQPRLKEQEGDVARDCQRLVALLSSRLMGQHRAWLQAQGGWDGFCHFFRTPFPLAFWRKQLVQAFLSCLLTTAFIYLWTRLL
RGS4-Gao reg – human RGS4-Galphao interaction regulation; 220,000 compounds, 0.33% hits; Multiplexed bead flow cytometry, RGS4-Galphao binding; actives lie on both sides; AID 1415; binding response (% of control), % at 10 µM; P09471; in the data active = binding response below about 49% or above about 150%; inactive = in between;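 also: fluorescent Galphao activated with aluminum fluoride binding bead-coupled RGS4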
Bim-Bcl-W – disrupts Bim peptide binding to human Bcl-W; bead-based flow cytometry; inhibition, % at 10 µM; 190,000 compounds, 0.02% hits;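 also: 0% = bound tracer without compound and 100% = peptide blocker; higher means less fluorescent Bim peptide bound to Bcl-W beads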
Bim-Mcl-1 – human Bim-Mcl-1 interaction inhibition. Q07820. Bead-based flow cytometry, Bim peptide-Mcl-1 binding. inhibition, % at 10 µM. 190,000 compounds, 0.1% hits. AID 1009;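 also: 0% = no compound tracer wells and 100% = peptide blocker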
Mcl1-Noxa inh – disrupts binding of human Mcl-1 to Noxa peptide; Q07820; TR-FRET Mcl-1/Noxa peptide binding, 2 h; inhibition, % at 21.7 µM; 220,000 compounds, 1.5% hits;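 active = compounds that cut the protein-peptide binding signal by more than 50% relative to plate controls in a single-dose test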;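 also: His-tagged Mcl-1 with rhodamine Noxa BH3 peptide and terbium anti-His antibody; 0% = Mcl-1 plus Noxa peptide wells and 100% = peptide-only wells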
Bfl-1 Bim block – human Bim-Bfl-1 interaction inhibition; Q16548; Bead-based flow cytometry, Bim-Bfl-1 binding inhibition; inhibition, % at 10 µM; 190,000 compounds, 0.12% hits;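 also: 0% = wells without compound plus tracer and 100% = blocker peptide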
Numbers without * were called inactive; ? = inconclusive; . = no result given. Rule as the data show it, unless noted: active = inhibition above about 40%.

Order of values – RGS7-Gao, Bcl-2 Bim block, RGS8-Gao, Mcl1-Bid inh, Bcl-XL Bim block, Bcl-B Bim block, RGS4-Gao reg, Bim-Bcl-W, Bim-Mcl-1, Mcl1-Noxa inh, Bfl-1 Bim block
CCOC(=O)C1=C(C)N=C2SC(C)C(=O)N2C1c1ccccc1 (configuration not stated)
→ 102, 0, 102, -2, -2, 0, 102, 0, 2, 17, -4
Fc1ccc(Oc2nnnn2-c2ccccc2)cc1
→ ?, 2, 99, -9, -2, 0, 103, 0, 1, -13, -2
COc1ccc(CNC(=O)CN(c2ccc(OC)cc2)S(=O)(=O)c2c(C)nn(C)c2C)cc1
→ 103, -4, 91, -10, -5, -5, 99, -2, -3, 18, -1
O=C(NCc1ccccn1)NC1CCCCC1
→ 99, 0, 101, -12, 0, -5, 102, 0, -3, -6, 0
CC(=O)N(C)c1ccc(OCC(O)CN(Cc2ccco2)S(=O)(=O)c2ccc(C)cc2)cc1 (configuration not stated)
→ 98, -14, 103, -26, -10, -12, 99, -2, -4, -7, -17
CCOC(=O)C1=C(C)N=C2SC(C)C(=O)N2C1c1cccc(F)c1 (configuration not stated)
→ 90, -1, 99, -95, 0, -3, 98, -2, 1, -1, -1
COc1ccc(OC)c(-n2c(CN3CCC(C(N)=O)CC3)nc3ccccc3c2=O)c1
→ 107, 0, 125, -12, 10, -1, 106, -1, -1, -4, -1
CCN(C(=O)COC(=O)c1[nH]c(=O)[nH]c(=O)c1N)c1ccccc1
→ ?, -3, 94, -35, -5, -4, 92, 0, -2, 8, -6
COc1ccccc1CNC(=O)COC(=O)[C@H](Cc1c[nH]c2ccccc12)NC(=O)c1cccs1
→ 109, -8, 103, -36, -9, -5, 104, -4, -8, 2, -16
Cc1cccc(C)c1NC(=O)COn1nnc2ccc(C(F)(F)F)cc21
→ 91, -4, 92, -2, -5, -3, 93, -3, -4, 7, -2

More compounds:
Order of values – RGS7-Gao, Bcl-2 Bim block, RGS8-Gao, Mcl1-Bid inh, Bcl-XL Bim block, Bcl-B Bim block, RGS4-Gao reg, Bim-Bcl-W, Bim-Mcl-1, Mcl1-Noxa inh, Bfl-1 Bim block
O=C(c1noc2c1CCCC2)N1CCN(Cc2ccccc2)CC1
→ 102, 1, 104, -10, 1, -1, 103, -2, 0, -5, -1
COc1ccccc1Nc1nc(Cl)nc(Nc2ccccc2OC)n1
→ 98, -4, 100, -5, -5, 0, 103, -5, 0, 20, -1
Cc1onc(-c2c(Cl)cccc2Cl)c1C(=O)OCC(=O)c1ccccc1
→ ?, ., 97, 1, ., ., 93, ., ., 1, .
O=C(c1ccccc1)N1CCN(C2CCCCC2)CC1
→ 101, 1, 94, 36, -3, -3, 105, 2, 2, 38, 1
N#Cc1sc2nc3c(cc2c1N)CCCC3
→ 96, -1, 91, 3, -4, 0, 92, -5, 1, 20, -2
O=C(N/N=C/c1cc(Br)ccc1O)C(=O)Nc1ccccc1OC(F)(F)C(F)F
→ 99, -5, 99, -28, -1, -4, 98, 0, 0, -47, -3
COc1ccc(CN(Cc2ccc(OC)cc2)C(=O)c2cccs2)cc1
→ ?, ., 102, 3, ., ., 107, ., ., -1, .
O=C(O/N=C1/CCCc2occc21)c1ccc(Cl)cc1Cl
→ ?, ., 101, -4, ., ., 104, ., ., -2, .
CC1CN(C(=O)c2ccc(COCC(F)(F)F)o2)CC(C)O1 (configuration not stated)
→ 101, -10, 100, -12, -5, -9, 100, -1, -1, -8, -15
O=C(C[n+]1cccc(CNC(=O)c2ccc(OC(F)F)cc2)c1)Nc1ccc(SC(F)F)cc1
→ 116, -3, 105, -14, -6, -7, 114, -2, -4, 5, 0

(continued)
Order of values – RGS7-Gao, Bcl-2 Bim block, RGS8-Gao, Mcl1-Bid inh, Bcl-XL Bim block, Bcl-B Bim block, RGS4-Gao reg, Bim-Bcl-W, Bim-Mcl-1, Mcl1-Noxa inh, Bfl-1 Bim block
COC(=O)c1sc2ccccc2c1NC(=O)c1ccc(S(=O)(=O)N2CCCC(C)C2)cc1 (configuration not stated)
→ 101, -4, 101, -25, -8, -8, 103, -7, -5, -90, -7
COc1cc(-c2nc(S(=O)(=O)c3ccc(C)cc3)c(N(C)C)o2)cc(OC)c1OC
→ 105, -2, 101, -31, -6, -6, 101, -1, 0, 19, -10
Cn1ccnc1C(=O)C1CCCN(Cc2cn[nH]c2-c2ccc(-c3ccccc3)cc2)C1 (configuration not stated)
→ ?, -5, 100, -9, -4, -2, 97, 0, -4, 14, -5
CC1=C(C#N)C(NC(=O)c2cccc(Cl)c2)(C(F)(F)F)C(=O)N1 (configuration not stated)
→ 92, -3, 100, -1, -1, 0, 98, 2, 0, 21, -17
CC(C)NC(=O)c1c(CSc2ccccc2)noc1C(=O)NCc1ccccc1
→ ?, ., 88, -8, ., ., 99, ., ., 1, .
Nc1nc2c(c(=O)[nH]1)C(c1cccc3ccccc13)C1=C(N2)c2ccccc2C1=O (configuration not stated)
→ 102, 4, 105, 14, 3, -2, 103, 3, 4, 94*, -1
COc1cc2c(cc1N/C=C(\C#N)c1nc(-c3ccc(F)cc3)cs1)oc1ccccc12
→ ?, ., 98, -31, ., ., 105, ., ., 0, .
Cc1ccc(C)c(OCC(O)CN2CCN(CCN3C(=O)c4cccc5cccc(c45)C3=O)CC2)c1 (configuration not stated)
→ 103, -2, 99, 38, -8, -3, 100, -2, 0, 39, 0
COc1ccccc1-c1cc(C(=O)Nc2c(F)cc(F)cc2Br)no1
→ 98, -7, 101, -11, -8, -7, 100, -2, -1, -49, -15
O=C(CNC(=O)c1cccc(F)c1)N/N=C/C=C/c1ccccc1
→ 101, 1, 100, -1, 3, 0, 100, -1, 14, 13, -3

(further entries)
Order of values – RGS7-Gao, Bcl-2 Bim block, RGS8-Gao, Mcl1-Bid inh, Bcl-XL Bim block, Bcl-B Bim block, RGS4-Gao reg, Bim-Bcl-W, Bim-Mcl-1, Mcl1-Noxa inh, Bfl-1 Bim block
CCOC(=O)C(=O)Nc1sc(C(=O)N(CC)CC)c(C)c1C#N
→ 96, -1, 102, -18, 0, -2, 99, 0, 2, 14, -6
O=C(Nc1ccc(Cl)cc1F)C1CC1
→ 108, -2, 106, -5, -7, -6, 104, -2, 0, 4, -7
CC(C)C(=O)Nc1ccc2oc(-c3cc(F)c(F)cc3Cl)nc2c1
→ 99, -27, 99, -8, -25, -32, 97, -26, -28, -13, -32
CCSc1nnc(NC(=O)COc2ccccc2[N+](=O)[O-])s1
→ 104, -1, 102, -29, -3, -2, 105, -1, 0, 25, -6
Clc1cccc(CSc2ncn(-c3ccccc3)n2)c1
→ 108, 0, 104, 5, -2, -6, 110, -3, 0, 1, -3
Cc1c(NC(=O)C(C)Sc2n[nH]c(N)n2)c(=O)n(-c2ccccc2)n1C (configuration not stated)
→ 102, -8, 101, -32, -7, -7, 99, 0, -1, -1, -14
CC(=O)Nc1cccc2ncccc12
→ 104, -4, 99, -2, -6, -7, 100, -1, -4, -7, -3
Cc1csc(SCc2nc3scc(-c4ccccc4)c3c(=O)[nH]2)n1
→ 98, 1, 99, -7, -1, 0, 98, 0, 0, 2, -2
c1ccc(CNCCN2CCNCC2)nc1
→ 102, -12, 103, -54, -14, -8, 101, 0, -4, -34, -16
O=S(=O)(c1ccc(F)c2ccccc12)N1CCCCC1
→ 96, -2, 101, -11, -1, -1, 98, 0, 2, 6, -2

(cont.)
Order of values – RGS7-Gao, Bcl-2 Bim block, RGS8-Gao, Mcl1-Bid inh, Bcl-XL Bim block, Bcl-B Bim block, RGS4-Gao reg, Bim-Bcl-W, Bim-Mcl-1, Mcl1-Noxa inh, Bfl-1 Bim block
CC(C)Oc1ccc(OCCn2c(=S)[nH]c3c(N)ncnc32)cc1
→ 87, -2, 89, -58, -9, -51, 93, -1, -8, -15, 15
S=C1NCN(Cc2ccco2)CN1
→ ?, ., 99, -18, ., ., 102, ., ., -8, .
CN(CCN1CCOCC1)Cc1nc(-c2ccccc2)no1
→ 101, -8, 102, -7, -4, -6, 103, 0, -2, 10, -11
CCOC(=O)c1cccc(C(=O)OCC)n1
→ 102, -3, 101, -4, 0, 0, 102, 0, 1, -24, -2
CCN(CC)c1nc(Nc2ccccc2)nc(Oc2ccc(=O)[nH]n2)n1
→ 99, -7, 102, -1, -13, -7, 102, -3, 1, -5, -12
CCc1ccccc1NC(=O)Nc1cccc(F)c1
→ ?, 4, 103, -9, 0, 2, 103, 1, 2, 0, 0
Clc1ccccc1-c1nnc2sc(-c3ccc(Br)o3)nn12
→ 100, -3, 100, -31, -2, 0, 99, -2, -2, 3, -2
COc1ccc(NC(=S)N/N=C2\CC(C)(C)Oc3ccc(OC)cc32)cc1
→ 94, -8, 99, -82, -7, -10, 99, -6, -14, -5, -15
COc1cc(C2SCC(=O)N2CCc2ccc(OC)c(OC)c2)ccc1O (configuration not stated)
→ 101, -3, 99, -46, -5, -7, 100, -3, -4, -3, -3
CC(NC(=O)COC(=O)c1ccc(N(C)C)cc1)c1ccccc1 (configuration not stated)
→ ?, -10, 102, -29, -2, -6, 103, -4, -5, 6, -11

Reprinted at random: 2 compounds from above
Order of values – RGS7-Gao, Bcl-2 Bim block, RGS8-Gao, Mcl1-Bid inh, Bcl-XL Bim block, Bcl-B Bim block, RGS4-Gao reg, Bim-Bcl-W, Bim-Mcl-1, Mcl1-Noxa inh, Bfl-1 Bim block
CC(C)Oc1ccc(OCCn2c(=S)[nH]c3c(N)ncnc32)cc1
→ 87, -2, 89, -58, -9, -51, 93, -1, -8, -15, 15
Clc1ccccc1-c1nnc2sc(-c3ccc(Br)o3)nn12
→ 100, -3, 100, -31, -2, 0, 99, -2, -2, 3, -2

(more compounds)
Order of values – RGS7-Gao, Bcl-2 Bim block, RGS8-Gao, Mcl1-Bid inh, Bcl-XL Bim block, Bcl-B Bim block, RGS4-Gao reg, Bim-Bcl-W, Bim-Mcl-1, Mcl1-Noxa inh, Bfl-1 Bim block
CC(=O)c1sc(NC(=O)COc2ccc(Br)cc2)nc1C
→ 106, -1, 115, -13, -2, -1, 107, -5, 4, 7, -8
CN(C)c1cc[n+](CC(=O)c2ccc(Br)cc2)cc1
→ 99, 1, 100, -3, -1, -3, 100, -2, 0, -6, -2
CC(C)(C)c1ccc(Cn2ccc(-c3ccc4c(c3)OCO4)n2)cc1
→ 104, 0, 101, -3, 0, -2, 107, -1, -4, -3, -1
COC(=O)[C@H]1C[C@@H]1[C@H](NC(=O)OCc1ccccc1)c1ccccc1
→ 101, -2, 103, -2, -1, -5, 99, -5, -4, -16, -1
Cc1ccccc1-n1nc(C)c2c1N=C1C(Cl)=CC(Cl)=CN1C2c1ccc(C(=O)O)cc1 (configuration not stated)
→ 103, 2, 101, -78, -5, -3, 102, 5, -2, -1, 13
Nc1ccc(Sc2nnnn2-c2ccccc2)c(Cl)c1
→ 96, -8, 100, -5, 0, -9, 98, -2, -4, 11, -12
Cc1cccc(C(=O)Nc2nnc(-c3ccncc3)o2)c1
→ 97, 0, 101, -3, -1, 0, 101, 4, 1, 18, -3

Mcl1-Noxa inh, what is marked active above.
Order of values – RGS7-Gao, Bcl-2 Bim block, RGS8-Gao, Mcl1-Bid inh, Bcl-XL Bim block, Bcl-B Bim block, RGS4-Gao reg, Bim-Bcl-W, Bim-Mcl-1, Mcl1-Noxa inh, Bfl-1 Bim block
Nc1nc2c(c(=O)[nH]1)C(c1cccc3ccccc13)C1=C(N2)c2ccccc2C1=O (configuration not stated)
→ 102, 4, 105, 14, 3, -2, 103, 3, 4, 94*, -1

Bioassay records from PubChem BioAssay.

Compounds were not picked by outcome, and some 2.7% of all compounds hit somewhere here.
